APOBEC3A inh – blocks human APOBEC3A ssDNA deamination; recombinant A3A, FAM/TAMRA ssDNA deamination fluorescence; inhibition, % at 20 µM; 0.41% of 330,000 active; AID 493011;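 active = at least 40% inhibition at 20 µM here, with at most 30% in a related deaminase screen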;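 also: plate controls were A3A with DMSO for no effect and wells lacking A3A enzyme for full effect; some results filed as inactive read as strong as hits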
Target sequence (P31941 whole entry, looked up): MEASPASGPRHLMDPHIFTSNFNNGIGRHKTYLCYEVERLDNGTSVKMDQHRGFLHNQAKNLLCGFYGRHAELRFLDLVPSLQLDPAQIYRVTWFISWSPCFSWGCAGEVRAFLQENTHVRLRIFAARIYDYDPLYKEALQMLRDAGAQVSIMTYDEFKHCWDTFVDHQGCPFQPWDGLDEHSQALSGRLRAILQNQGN
CCR6 antagonist – blocks CCL20-driven beta-arrestin recruitment at human CCR6; inhibition, % at 20 µM; 0.49% of 340,000 active; P51684; CHO-K1 CCR6 PathHunter beta-arrestin, luminescence, CCL20-stimulated;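 active = compounds whose inhibition of the agonist-driven luminescence signal at 20 µM reaches about 50%, limit read from the data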;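 also: cells stimulated with CCL20 at 14 nM final; plate controls were DMSO with CCL20 for no effect and DMSO without agonist for full effect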
CXCR6 block – blocks human CXCR6 beta-arrestin recruitment | O00574 | CHO-K1 PathHunter CXCR6 beta-arrestin, luminescence | inhibition, % at 20 µM | 0.36% of 360,000 active | AID 602244; in the data active = inhibition above about 34%, passing the limit was not always enough;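 also: antagonist mode with CXCL16 agonist at 10 nM final; 0% = 10 nM CXCL16 with DMSO and 100% = unstimulated wells without agonist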
MPTP inh – blocks calcium-induced mitochondrial swelling. inhibition, % at 10 µM. AID 602449. isolated mouse mitochondria, Ca2+ swelling absorbance, 30 min. 1.4% of 360,000 active;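 active = inhibition of 50% or more, scaled per plate between neutral and stimulator controls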;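 also: 0% = DMSO wells given calcium and 100% = 1 mM EGTA wells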
GRIN3A LBD mod – modulators (binders) of human NR3A ligand-binding domain. NR3A LBD differential scanning fluorimetry, Tm shift; 0% = protein alone, 100% = glycine-bound protein. Tm shift relative to glycine control, % at 25 µM. 2.5% of 340,000 active;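 active = melting temperature shift of at least 10% of the positive control shift, at one fixed dose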
EBI2 antag – blocks human EBI2 receptor beta-arrestin signaling | EBI2 beta-arrestin recruitment, luminescence, 7a,25-OHC stimulated | inhibition, % at 5 µM | 0.81% of 360,000 active; in the data active = inhibition above about 38%;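 also: enzyme fragment complementation signal reports receptor beta-arrestin coupling in cells; 0% = agonist plus DMSO wells and 100% = wells without agonist; some results beyond the cut were filed as inactive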
Target sequence (P32249 whole entry, looked up, the tested form may be a part): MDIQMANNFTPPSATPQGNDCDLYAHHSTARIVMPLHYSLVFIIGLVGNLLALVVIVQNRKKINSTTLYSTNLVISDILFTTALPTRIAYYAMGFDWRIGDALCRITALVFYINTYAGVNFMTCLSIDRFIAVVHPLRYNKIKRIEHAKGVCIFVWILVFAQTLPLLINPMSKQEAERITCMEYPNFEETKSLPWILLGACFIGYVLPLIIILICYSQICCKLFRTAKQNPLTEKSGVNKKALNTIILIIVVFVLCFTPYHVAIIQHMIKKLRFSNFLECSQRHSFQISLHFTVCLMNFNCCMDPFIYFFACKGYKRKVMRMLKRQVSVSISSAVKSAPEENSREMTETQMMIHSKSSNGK
A3G deaminase – blocks human APOBEC3G single-stranded DNA deamination; Q9HC16; recombinant A3G, ssDNA deamination FAM/TAMRA fluorescence; inhibition, % at 20 µM; 0.28% of 330,000 active; AID 493012;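 active = inhibition of at least 40% at 20 µM, with no more than 30% in the related APOBEC3A deaminase screen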;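 also: plate controls were DMSO wells with A3G for no effect and wells lacking A3G enzyme for full effect; some compounds called inactive have numbers as strong as hits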
Target sequence (Q9HC16 whole entry, looked up): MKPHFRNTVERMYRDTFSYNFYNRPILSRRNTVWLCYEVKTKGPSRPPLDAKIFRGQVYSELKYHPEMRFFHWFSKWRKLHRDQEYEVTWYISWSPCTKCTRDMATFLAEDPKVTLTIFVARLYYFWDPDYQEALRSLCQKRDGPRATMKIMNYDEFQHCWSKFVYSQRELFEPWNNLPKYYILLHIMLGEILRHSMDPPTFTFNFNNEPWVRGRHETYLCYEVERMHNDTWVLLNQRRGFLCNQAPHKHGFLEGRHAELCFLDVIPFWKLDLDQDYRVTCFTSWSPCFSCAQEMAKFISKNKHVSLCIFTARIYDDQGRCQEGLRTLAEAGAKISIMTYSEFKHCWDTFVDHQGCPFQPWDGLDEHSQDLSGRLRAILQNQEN
Gli-Sufu antag – Gli-Sufu pathway antagonism | Sufu-KO-LIGHT fibroblasts, Gli luciferase reporter luminescence | inhibition, % at 5 µM | 0.74% of 340,000 active | AID 588413;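 active = inhibition above about 55%, limit read from the data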;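 also: 0% = DMSO-treated cells and 100% = wells with medium but no cells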
Numbers without * were called inactive; · = no result given.

SMILES	APOBEC3A inh	CCR6 antagonist	CXCR6 block	MPTP inh	GRIN3A LBD mod	EBI2 antag	A3G deaminase	Gli-Sufu antag
COc1cc2c(cc1OC)C(C(=O)NCCN(C)C)C(c1cccs1)N(C)C2=O (centres undefined)	0.9	-14.9	-1.0	-0.3	1.4	-6.3	-7.9	25.8
Cc1cccc(C(=O)NC(=S)NNC(=O)COc2c(C)cccc2C)c1	-2.6	34.6	13.0	86.8*	-6.8	-11.8	-7.2	-7.6
COc1ccc(/C=N/NC(=O)c2ccc3nc[nH]c3c2)c(OC)c1OC	-4.3	0.2	-8.7	-1.8	2.0	-1.5	-7.7	5.9
O=C(NCc1cccnc1)c1cn(-c2ccccc2)nc1-c1cccs1	-1.5	10.3	2.5	0.9	-0.6	-11.5	-4.9	-19.3
Cc1nn(C)cc1C(C(=O)NC1CCCCC1)N(Cc1ccccc1Cl)C(=O)c1cnccn1 (centres undefined)	0.4	0.8	0.2	1.1	-1.9	8.8	-6.7	3.3
CC(=O)N1CCc2cc(S(=O)(=O)NC(CC(C)C)C(=O)N3CCn4c3nc3ccccc34)ccc21 (centres undefined)	-2.7	4.8	-6.0	2.4	-6.8	-23.6	-4.1	-2.2
COc1cccc(C2NC(=S)NC(C)=C2C(=O)c2ccccc2)c1OC (centres undefined)	-3.6	3.7	-5.9	-1.4	0.0	-8.2	-8.4	20.7
COc1ccc(N(CC(=O)NCc2cccnc2)S(=O)(=O)c2ccccc2)c(OC)c1	0.1	-2.7	2.1	-2.9	0.0	0.7	-2.0	10.6
O=C(Nn1cnnc1)c1cc2cc(Br)ccc2oc1=O	0.6	5.4	1.7	-2.6	0.7	-0.3	-3.8	-2.0
CC(=O)Nc1sc(/C(C#N)=C/c2ccc(Cl)c(Cl)c2)nc1-c1ccc(C)cc1	·	17.6	-1.6	18.1	6.5	-0.9	·	1.1
O=C(CSc1nnc(NC(=O)c2cccc(F)c2)s1)NC1CC1	-1.5	10.8	1.3	-1.7	0.9	-10.2	-4.3	8.0
CCOC(=O)N1CCC(NCCNC(=O)c2ccc(F)cc2)CC1	2.5	7.8	-2.2	0.9	-1.1	-7.1	6.9	-4.3
CC(C)C(=O)Nc1ccc(NC(=O)c2ccc3c(c2)OCO3)cc1	-4.9	14.8	0.3	-0.3	-4.5	-11.2	-13.2	3.1
CC1CCOC2(O1)C(=O)N(CN1CCN(c3cccc(Cl)c3)CC1)c1ccccc12 (centres undefined)	3.8	13.4	-4.9	42.1	1.2	-1.8	0.7	3.4
Fc1ccccc1NC(=S)N1CCN(c2ccccn2)CC1	3.9	1.8	-14.4	0.0	1.6	-11.7	-6.6	4.5
CNC(=O)c1c(NC(=O)CCS(=O)(=O)c2ccccc2)sc(C)c1C	-3.5	0.7	6.6	1.1	0.8	0.7	-7.8	-3.1
COc1ccc2nc(NC(=O)C3CCCN3S(=O)(=O)c3ccc(C)cc3)sc2c1 (centres undefined)	8.5	-4.3	6.4	5.3	-14.1	14.4	3.1	4.5
O=C(NN=C1c2ccccc2-c2ccccc21)c1cccc(Br)c1	-10.5	46.9	46.5*	1.0	-3.7	12.8	-5.3	26.7
COc1ccccc1CCC(=O)N1CCC(n2nccc2NC(=O)C2CCOC2)CC1 (centres undefined)	1.0	11.8	-1.2	-0.3	0.8	-2.4	-4.2	-0.7
CCCCN1CCc2[nH]c(=S)[nH]c(=O)c2C1	0.2	2.6	-1.2	-0.3	-3.9	-7.1	-7.1	1.2
CC[C@]12c3[nH]c4ccc(Cl)cc4c3CCN1C(=O)[C@@H](CC(=O)NCCc1ccccn1)C[C@@H]2C(=O)N1CCN(C(=O)c2ccco2)CC1	3.4	17.2	1.4	0.4	0.7	-5.3	2.0	-20.7
CCCn1c(SCC(=O)N2CCCC(C)C2)nnc1-c1cccnc1 (centres undefined)	0.1	-1.7	-12.2	-0.7	0.3	-14.9	-6.7	-2.1
O=C(Nc1ccc(/C=C/c2nc3ccccc3o2)cc1)c1ccc(F)cc1	-1.9	-9.5	2.8	-11.5	8.5	-0.4	-3.8	3.4
CC1CC(C)CN(S(=O)(=O)N2CCCC(C(=O)NC3CCCCC3)C2)C1 (centres undefined)	-0.8	5.3	3.6	-1.4	0.4	11.8	4.2	-4.2
COc1ccc(C)cc1S(=O)(=O)Nc1cccc(-c2cn3cccnc3n2)c1	-3.0	3.2	8.6	-1.6	2.6	-13.3	-12.1	-0.7
Cc1ccc(CCSc2ccc(C(C)C)cc2)cn1	-0.6	18.5	-2.3	5.5	-3.4	15.7	-3.9	-6.8
C=CCn1c(CNS(=O)(=O)c2ccc(Cl)cc2)n[nH]c1=S	-5.1	17.1	-4.8	-0.2	0.9	2.0	18.2	8.6
CCN(CC)CC(=O)Nc1cccc(S(=O)(=O)N2CCCC2)c1	9.2	2.8	10.4	1.7	2.4	0.8	-1.3	-11.7
O=C(COC(=O)c1cccc(Cl)c1)NCc1ccccc1	-5.4	8.5	4.0	1.9	1.5	-12.7	-4.3	0.8
O=C(NC1CCCC1)c1cc(-c2ccccc2O)on1	-1.5	15.6	8.4	25.6	-0.2	-7.9	-7.2	-8.6

Entries shown so far with an NH in an aromatic ring:
SMILES	APOBEC3A inh	CCR6 antagonist	CXCR6 block	MPTP inh	GRIN3A LBD mod	EBI2 antag	A3G deaminase	Gli-Sufu antag
COc1ccc(/C=N/NC(=O)c2ccc3nc[nH]c3c2)c(OC)c1OC	-4.3	0.2	-8.7	-1.8	2.0	-1.5	-7.7	5.9
CCCCN1CCc2[nH]c(=S)[nH]c(=O)c2C1	0.2	2.6	-1.2	-0.3	-3.9	-7.1	-7.1	1.2
CC[C@]12c3[nH]c4ccc(Cl)cc4c3CCN1C(=O)[C@@H](CC(=O)NCCc1ccccn1)C[C@@H]2C(=O)N1CCN(C(=O)c2ccco2)CC1	3.4	17.2	1.4	0.4	0.7	-5.3	2.0	-20.7
C=CCn1c(CNS(=O)(=O)c2ccc(Cl)cc2)n[nH]c1=S	-5.1	17.1	-4.8	-0.2	0.9	2.0	18.2	8.6

(more compounds)
SMILES	APOBEC3A inh	CCR6 antagonist	CXCR6 block	MPTP inh	GRIN3A LBD mod	EBI2 antag	A3G deaminase	Gli-Sufu antag
Cc1cc(C(=O)COc2ccccc2C(N)=O)c(C)n1C1CC1	3.5	7.2	27.1	0.6	-1.7	2.4	0.6	-18.2
CC1(C)CC2CC(C)(CN2Cc2cccc([N+](=O)[O-])c2)C1 (centres undefined)	-0.9	9.6	1.4	-0.8	8.2	10.9	-3.4	34.9
O=C(CCC(=O)c1cccs1)Nc1ccc(F)c(F)c1F	-0.8	11.3	0.0	2.0	-2.5	-7.3	2.5	-0.5
CN(C)S(=O)(=O)N1CCC(Oc2ccc(C(=O)NCc3cnn(C)c3)cc2)CC1	3.6	-3.7	-0.9	2.7	1.1	-4.9	-4.8	8.3
C/C(CC(=O)NCc1ccc(F)cc1)=N\NC(N)=S	0.0	-2.5	-1.0	-1.6	-1.9	15.5	3.5	2.5
Cc1cccc(CN2CCN(CC(=O)NCc3cccs3)C2=O)c1	-3.5	-1.1	4.7	-0.5	0.2	13.5	-3.6	3.2
Cc1ccc(C(C[N+](=O)[O-])c2c(N)n(C)c(=O)n(C)c2=O)cc1 (centres undefined)	-2.0	6.5	1.3	2.2	0.5	-18.4	-2.2	-19.2
O=C(COC(=O)CC1CC2CCC1C2)NCc1ccc(Cl)cc1 (centres undefined)	2.8	-7.6	10.8	0.1	0.5	-10.5	7.2	0.5
Fc1cccc(C2NN=C(c3ccccc3)S2)c1 (centres undefined)	-2.1	23.9	2.0	-0.8	34.2*	15.9	-5.1	-121.6
O=C(Nc1ccccc1)c1c(F)cccc1F	0.8	6.3	-5.5	-2.0	0.7	-8.7	-2.6	-9.5
CCN(C(=O)Cn1nnc(-c2ccccc2)n1)C1CCS(=O)(=O)C1 (centres undefined)	12.3	13.2	5.6	-0.8	1.9	0.7	-0.3	-10.1
N#CCCN1CCN(C(CNS(=O)(=O)c2ccc(Cl)cc2)c2ccccc2)CC1 (centres undefined)	-1.1	-1.6	-12.8	2.3	0.9	1.7	8.0	2.3
Cc1ccc(CSC2=Nc3ccccc3C3=NC(CCC(=O)NCc4ccco4)C(=O)N23)cc1 (centres undefined)	-2.7	-2.6	10.2	1.4	-0.3	2.5	-1.7	-0.9
CC(C)(C)OC(=O)N[C@@H](COCc1ccccc1)C(=O)N[C@@H](CO)[C@H](O)[C@@H]1C[C@@H]1C(=O)NC1CC1	-1.8	0.0	-3.5	-1.8	0.0	-2.1	-10.5	0.2
O=C(NCc1ccc2c(c1)OCO2)c1ccc2c(c1)C(=O)N(CC1CCCO1)C2=O (centres undefined)	-2.0	-20.7	2.3	1.1	-5.3	6.2	-6.6	-6.5
O=C(c1cc2ccccc2cc1O)N1CCN(c2ccc([N+](=O)[O-])cc2)CC1	1.5	15.7	-2.7	-0.9	0.5	-0.7	-6.1	4.1
O=[N+]([O-])c1ccc2nnn(O)c2c1	4.3	4.2	4.2	-1.2	-1.9	4.1	-2.1	49.6
COc1ccc(C(=O)NCCCCNC(=O)c2ccc(OC)c(OC)c2)cc1OC	-2.3	3.5	2.4	-1.1	0.5	-4.6	-5.8	-2.6
CCN(CC)c1ccc(NC(=O)c2ccc(NC(=O)C3CCCO3)cc2)c(C)c1 (centres undefined)	·	1.6	2.6	0.1	-2.2	4.9	·	0.2
CCc1nnc(NC(=O)c2ccc(Cl)c(S(=O)(=O)N3CCc4ccccc4C3)c2)s1	2.1	-2.4	13.1	37.8	-2.2	2.0	-1.0	19.5
Cc1ccc(SC(C)C(=O)Nc2ccc(S(=O)(=O)N3CCOCC3)cc2)cc1 (centres undefined)	0.2	5.0	-4.3	3.7	-7.9	-3.4	4.0	-10.0
CC1(C)CC(=O)c2sc(NC(=O)Cc3cccs3)nc2C1	-3.9	19.1	-4.3	-0.2	2.4	-5.2	-6.2	-9.2
Cc1cc2occ(CC(=O)N(CCC(C)C)c3c(N)n(Cc4ccccc4)c(=O)[nH]c3=O)c2cc1C	-4.1	5.6	6.5	-0.7	2.0	6.0	-8.5	13.5
COC(=O)c1ccccc1NC(=O)c1cccc(COc2ccccc2Cl)c1	3.6	-0.4	0.9	0.4	1.3	3.7	-1.6	-92.9
COc1cccc(CNC(=O)CCC(=O)N2CC(C)Oc3ccccc32)c1OC (centres undefined)	-5.8	0.1	-1.9	0.3	-3.8	0.1	-5.2	1.5
Cc1ccc(S(=O)(=O)N2CCOCC2)cc1NC(=O)COC(=O)CNC(=O)c1ccc(Cl)cc1Cl	3.3	12.6	7.7	1.2	3.2	2.4	-1.3	-2.7
O=C(NCCCn1ccnc1)c1cc(-c2ccc(Br)cc2)on1	1.6	12.8	2.6	9.8	-3.5	-7.6	-3.4	2.5
CCOC(=O)C1=C(Cn2cnc3ccccc32)NC(=O)NC1c1ccc(OC)cc1 (centres undefined)	4.3	6.2	5.3	-2.9	-1.3	-1.0	-2.4	-10.0
CCCCCCCN1C(Nc2ccccc2)=NC[C@@H]1C	-8.7	9.7	-0.4	4.4	0.2	-14.3	-10.1	23.5
CCCOc1ccc(CNC(=O)CCC(=O)n2ncc3cc(C)ccc32)cc1	-2.8	-8.0	-4.3	-0.8	-2.9	3.4	-6.5	0.6
O=C(CSc1n[nH]c(-c2ccc(S(=O)(=O)N3CCCCC3)cc2)n1)Nc1nccs1	-5.3	0.1	7.0	8.9	-4.2	-2.7	-5.2	2.1
O=C(CSc1n[nH]c(-c2cccs2)n1)N1CCN(S(=O)(=O)c2ccccc2)CC1	-0.6	-4.7	1.9	0.6	-0.4	-18.3	-1.0	8.1
CN(C)c1cccc(C(=O)N/N=C/c2ccoc2)c1	5.3	2.3	-1.5	0.6	2.0	-11.8	3.5	-21.5

Source: PubChem BioAssay (Sanford-Burnham Center for Chemical Genomics)
